TCR activator = activators of T cell receptors; 330,000 tested, under 10 active; Potency, µM (doses to about 9.22 µM), for inactives: at the top dose activation of IL-2 secretion, most hits filed as activators; primary human leukocytes, anti-CD3, IL-2 HTRF, 48 h; note: % of control where 0% means no effect
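Primary human leukocytes receive a-CD3 beads and test compound and are incubated 48 hr. Secreted IL-2 is then assayed by HTRF, measuring 665nm acceptor emission after 320nm excitation of the europium donor.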
A-T KAP1 phos = potential ataxia-telangiectasia treatment; Potency, µM (doses to about 57.5 µM), inactives show top-dose activation, most hits filed as activators; 320,000 compounds, 0.19% hits; AID 485349; […] A-T fibroblasts, KAP-1 phosphorylation AlphaLISA; neocarzinostatin DNA damage 30 min before lysis; note: potency is the fitted concentration of half-maximal effect; % of control where 0% means no effect; nearly all actives have a fitted effect of over 45% in size
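ATM-like activity read as KAP-1 phosphorylation via AlphaLISA donor/acceptor antibody pairs after lysis and 6 hr at 25C. Cells were ATM-null patient fibroblasts ([…], hTERT), dosed 60 min, then exposed to the DSB inducer NCS for 30 min.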
hERG WT inh = KCNH2 (human, wildtype) channel inhibition | 340,000 compounds, 0.37% hits | U2OS, BacMam KCNH2, thallium flux FluxOr; stronger effect = lower value | AID 720551 | activity change, % at 1.84 µM | Q12809;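 active = maximum activity change below -70%; inconclusive = maximum activity change between -70% and -50%; inactive = maximum activity change above -50%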; note: % is set by controls: 0 for no effect and ±100 for the full control effect
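U2OS cells were transduced with wild-type KCNH2 virus (2.03 x 10^8 / mL) for 4 h at room temperature, then cultured overnight at 37 C. Thallium flux was read with FluxOr dye. Rate constants were normalized to DMSO controls.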
ELG1 DNA repair = blocks ELG1-dependent DNA repair in HEK293T cells | AID 504467 | Potency, µM (doses to about 46.1 µM), inactives show at the top dose activity change, negative = inhibition, usual class: inhibitors | HEK293T ELG1-luciferase reporter, luminescence, 16 h; DNA damage induced by 5-fluorouridine | 330,000 compounds, 2.3% hits; note: potency is the fitted concentration of half-maximal effect; % is set by controls: 0 for no effect and ±100 for the full control effect; nearly all actives have a fitted effect of over 55% in size
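Luminescence from the luciferase reporter, measured 30 min after ONE-Glo reagent at room temperature, was the read-out. Beforehand, 2,000 cells per well were exposed for 16 hr at 37 °C to 5-fluorouridine together with compound or vehicle.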
TSHR antag = antagonists of human thyroid stimulating hormone receptor | P16473 | TSHR-expressing cells, TSH-stimulated cAMP HTRF, 2 h; stronger effect = lower value | activity change, negative = inhibition, % at 11.5 µM | 330,000 compounds, 0.2% hits | AID 504810;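 active = activity change below a set negative limit, meaning inhibition stronger than a set level, cut at about -70% in these data; inconclusive = activity change between two set negative limits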; note: % is set by controls: 0 for no effect and ±100 for the full control effect
Target sequence (P16473 whole entry, looked up): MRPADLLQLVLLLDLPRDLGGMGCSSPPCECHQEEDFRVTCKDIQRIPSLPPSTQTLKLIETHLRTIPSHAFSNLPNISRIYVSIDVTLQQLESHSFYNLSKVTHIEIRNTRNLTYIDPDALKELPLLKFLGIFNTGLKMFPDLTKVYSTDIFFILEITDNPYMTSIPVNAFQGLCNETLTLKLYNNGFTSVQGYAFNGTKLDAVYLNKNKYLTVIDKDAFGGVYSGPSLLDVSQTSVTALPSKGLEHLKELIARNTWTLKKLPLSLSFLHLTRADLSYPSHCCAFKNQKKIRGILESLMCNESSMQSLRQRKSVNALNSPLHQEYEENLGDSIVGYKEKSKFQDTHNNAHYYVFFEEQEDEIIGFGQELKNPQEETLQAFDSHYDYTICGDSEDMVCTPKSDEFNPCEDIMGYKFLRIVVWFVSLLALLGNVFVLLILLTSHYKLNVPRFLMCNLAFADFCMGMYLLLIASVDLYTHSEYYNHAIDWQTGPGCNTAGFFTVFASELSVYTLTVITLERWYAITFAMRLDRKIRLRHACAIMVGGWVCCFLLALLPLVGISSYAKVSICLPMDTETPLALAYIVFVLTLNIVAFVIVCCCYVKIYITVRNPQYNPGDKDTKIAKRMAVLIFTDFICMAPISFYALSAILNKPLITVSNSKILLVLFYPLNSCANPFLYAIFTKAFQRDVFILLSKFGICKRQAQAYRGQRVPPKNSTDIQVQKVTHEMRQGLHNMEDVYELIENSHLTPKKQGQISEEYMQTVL
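Inhibition of cAMP made by TSHR-expressing cells under TSH stimulation (4nM final, EC80; 2 h, 37 deg C) is quantified with a one-step lysis HTRF kit, anti-cAMP cryptate versus cAMP-d2.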
Eya2 phos inh = inhibitors of human Eya2 phosphatase activity; 330,000 compounds, 0.006% hits; Potency, µM (highest dose often 76.9 µM), without a hit: at the highest dose activity, negative = inhibition, hits mostly inhibitors; recombinant Eya2, OMFP fluorescence dephosphorylation (OMFP is methylfluorescein phosphate); O00167; note: potency is the fitted concentration of half-maximal effect; % is set by controls: 0 for no effect and ±100 for the full control effect
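Eya2 (0.2 uM) preincubated 10 min at ambient with compound, then OMFP substrate added at 50 uM; 10 min reaction in 50 mM HEPES pH 7.5, 50 mM NaCl, 5 uM MgCl2, 0.05% BSA, 1 mM DTT. Fluorescence read at Ex 485/Em 525 nm.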
KCNH2 3.1 inh = KCNH2 3.1 (human) potassium channel inhibition; 340,000 compounds, 0.95% hits; AID 720553; U2OS KCNH2 3.1, thallium flux FluxOr; stronger effect = lower value; activity change, % (tested at about 1.8 µM);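 active = maximum activity change below -70%; inconclusive = maximum activity change from -70% to -50%; inactive = maximum activity change above -50%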;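 note: thallium influx rate constant from kinetic fluorescence after stimulation buffer; % is set by controls: 0 for no effect and ±100 for the full control effect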
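Channel expression came from 3.1 mutant virus (1.77 x 10^8 /mL) applied to suspended U2OS cells for 4 h. Flux was tracked with FluxOr dye plus Red40 quencher, and kinetic rate constants normalized to controls.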
TRPV1 agonist = agonists of human vanilloid receptor 1 (TRPV1). Q8NER1. TRPV1-expressing cells, Fluo-8 calcium influx, agonist mode. activation, % at 8.33 µM. 320,000 compounds, 0.19% hits; in the data active = activation above about 80%; inconclusive = between about 30% and that limit; note: 0% is about no effect
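Cells expressing TRPV1 were dye-loaded with Fluo-8 and read kinetically: 10 s baseline, 3 min after compound (agonist portion), then 2 min after EC20 capsaicin (allosteric enhancer portion). Calcium-bound dye fluorescence at 480/520 nm.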
USP2a block = inhibitors of human ubiquitin-specific protease USP2a; O75604; USP2 core, Ub-CHOP2 coupled fluorogenic reporter, 485/531; Potency, µM (highest dose often 38.3 µM), without a hit: top-dose activity change, negative = inhibition, usual class: inhibitors; 330,000 compounds, 0.01% hits; AID 463254;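 note: potency is the fitted concentration of half-maximal effect; plate controls were DMSO wells for no effect and full inhibition by NEM control for full effect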
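Cell-free coupled assay: 10nM USP2 core preincubated 30min RT with compound in Tris-HCl pH 8.0/CaCl2/CHAPS buffer, then 25nM Ub-CHOP2 and 25nM reporter substrate; fluorescence (Ex 485/Em 531) read after 60min RT, normalized to NEM inhibition, concentration-response curves fitted.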
Mito fusion act = inhibitors of mitochondrial division or activators of mitochondrial fusion. 320,000 compounds, 0.23% hits. S. cerevisiae fusion-defective mutant growth rescue, CellTiterGlo 48 h. AID 485298. Potency, µM (highest dose often 46.1 µM), for the others: at the top dose growth rescue (activation), hits mostly activators;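 note: potency is the fitted concentration of half-maximal effect; % of control where 0% means no effect; nearly all actives have a fitted effect of over 45% in size; temperature-sensitive fusion mutants such as fzo1-1 at 37 °C on non-fermentable ethanol glycerol medium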
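S. cerevisiae fusion-defective temperature-sensitive mutants (e.g. fzo1-1, mgm1-5) grown 48 h at 37C in YPEG (ethanol/glycerol non-fermentable) medium with 23 nl compound per well; growth rescue read as CellTiterGlo luminescence.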
* marks the source's active call; other numbers are inactive results; ? = inconclusive; . = no result given; [ ] = dose if it differs, or a comment. Unless noted, calls come from the whole dose curve; as a rule, active = well fitted curve in the direction sought with a large enough effect; inconclusive = small, poorly fitted or top-dose-only effect, or another doubt; inactive = no such curve, though single readings can be large; an effect the other way counts as inactive or inconclusive. The list is partial, so the mix of outcomes need not match the whole.

SMILES	TCR activator	A-T KAP1 phos	hERG WT inh	ELG1 DNA repair	TSHR antag	Eya2 phos inh	KCNH2 3.1 inh	TRPV1 agonist	USP2a block	Mito fusion act
CC(=O)OCC1OC(n2ccc(=O)[nH]c2=O)C(O)C1O (stereo not drawn)	15%	-3%	-4	-21%	-3	2%	-2	-1	10%	-3%
Cc1[nH]n(-c2cccc(Cl)c2)c(=O)c1-c1ccccc1	-10%	-1%	-10	-7%	6	-6%	-5	-1	2%	-1%
CCCc1ccc2oc(C(=O)N3CCN(CC(=O)NC(C)C)CC3)c(C)c2c1	0%	6%	-4	6%	-46	-7%	-9	?	1%	-5%
COCCNC(=O)C1CC(=O)N(C2CCCCC2)C1 (stereo not drawn)	3%	9%	3	12%	15	6%	-1	-5	-1%	2%
CC(C)c1cccc(OCC(=O)Nc2ccc(S(=O)(=O)Nc3ccccn3)cc2)c1	0%	-4%	9	5%	-13	1%	9	-1	-2%	3%
O=C(CSc1nc2ccccc2s1)NCc1cc([N+](=O)[O-])ccc1O	-4%	-20%	2	24%	-11	-2%	7	14	-1%	10%
O=C(Cn1c2[n+](c3ccc(C(F)(F)F)cc31)CCCCC2)Nc1ccc(Br)cc1	-2%	2%	-8	0%	-2	-5%	16	-1	1%	15%
Cc1ccc(NC(=O)OCc2cc(-c3ccccc3)on2)cc1	5%	5%	3	?	-6	-8%	-5	?	-1%	1%
CC(C)(C)NC(=O)C1CN(S(=O)(=O)c2ccccc2)CCN1S(=O)(=O)c1ccccc1 (stereo not drawn)	-4%	16%	-4	0%	-4	-2%	-3	-6	3%	6%
COc1cc(-c2nc3cnccn3c2NC(C)(C)CC(C)(C)C)ccc1O	-6%	8%	-9	-29%	-4	-14%	-9	?	0%	0%
COc1ccccc1N1CCN(C(=O)c2cn(Cc3ccccc3)nc2-c2cccnc2)CC1	-2%	10%	-1	-24%	-11	6%	-19	-7	1%	-2%
CC1CN(C(=O)c2cccc(COc3ccccc3Cl)c2)CC(C)O1 (stereo not drawn)	-1%	3%	2	?	5	6%	.	25	0%	-4%
c1ccc2oc(CCc3nc4ccccc4o3)nc2c1	5%	5%	-14	?	2	14%	10	5	1%	1%
CCCn1nnnc1SCC(=O)c1ccc(NC(C)=O)cc1	-5%	5%	1	23%	-1	-2%	8	-1	-1%	5%
COc1ccc(C(=O)Nc2ccc(NC(=O)c3ccco3)c(Cl)c2)cc1OC	-6%	-1%	-12	-24%	4	7%	-14	-6	-1%	1%
Cc1cc(C)cc(C(=O)NCC(=O)OC(C)C(=O)N(C)c2ccccc2)c1 (stereo not drawn)	-3%	6%	-13	-19%	-6	-6%	10	2	2%	12%
COCCN1C(=O)c2ccccc2C(C(=O)NCCCN2CCCC2)C1c1c[nH]c2ccccc12 (stereo not drawn)	0%[46.1 µM]	3%	8	0%	-1	7%	-16	1	3%	-4%
CCOc1ccccc1C(=O)N1CCN(c2ccc(C(F)(F)F)cn2)CC1	3%	-3%	-2	?	-12	-10%	16	-1	1%	4%
Cc1ccc(C(=O)N2CCCC(Nc3ccc(F)c(F)c3)C2)cn1 (stereo not drawn)	-24%	4%	-29	0%	10	-23%	-11	3	1%	1%
Cc1ccc(CN(C)C(=O)CN2C(=O)NC(c3ccccc3)(c3ccccc3)C2=O)c(C)c1	15%	9%	-6	?	-3	2%	-3	-1	-1%	?
NC1=NC(=O)/C(=C/c2ccccc2OS(=O)(=O)c2ccc3ccccc3c2)S1	-4%[46.1 µM]	-7%	9	16%	-14	-5%	-12	-2	2%	-2%
Nc1nc2ccc(C(=O)Nc3ccc(N4CCOCC4)cc3)cc2s1	1%[46.1 µM]	-5%	-11	9%	-8	5%	-21	.	1%	.
CS(=O)(=O)N1CCN(c2ccc(NC(=O)COc3ccccc3)cc2)CC1	-19%	-20%	5	4%	-2	3%	-18	0	6%	-3%
CCc1c(C)c2ccc(OCC(=O)NCC3CCC(C(=O)O)CC3)c(C)c2oc1=O (stereo not drawn)	-3%	-4%	0	0%	10	-8%	12	0	4%	3%
COc1cccc(OCc2cc(C(=O)N(C)CCC3CCCCO3)no2)c1 (stereo not drawn)	3%	12%	-38	?	19	-6%	-14	?	-4%	3%
COc1ccc(-c2ccc(NS(=O)(=O)c3cccc([N+](=O)[O-])c3)cc2)nn1	4%	1%	-18	12%	0	5%	16	2	0%	2%
O=C(COC(=O)c1cc(=O)[nH]c2ccccc12)Nc1cccc(S(=O)(=O)N2CCOCC2)c1	1%	37%	0	7%	6	6%	13	6	10%	-7%
O=[N+]([O-])c1ccc(/C=N/Nc2ccc3ccccc3c2)o1	-1%[46.1 µM]	-15%	-16	?	-19	-8%	14	1	3%	-9%
CCOc1ccc(C(=O)NCC(=O)NNC(=O)c2ccco2)cc1OCC	-7%[46.1 µM]	-8%	4	-1%	-2	5%	-3	.	2%	.
CCSc1nnc2c(n1)OC(c1ccc(C(=O)O)cc1)N(C(C)=O)c1ccccc1-2 (stereo not drawn)	3%	3%	8	7%	3	1%	-6	.	2%	-1%
O=C(CN(Cc1ccco1)C(=O)c1ccc(Cl)cc1)Nc1c(Cl)cc(Cl)cc1Cl	1%[46.1 µM]	0%	-2	3%	7	-1%	-31	0	4%	-7%
COc1ccc(OC)c(/C=N/N(CCC#N)C2=NS(=O)(=O)c3ccccc32)c1	9%	0%	-11	-5%	-11	1%	4	-3	2%	10%
COc1cc(CCC(=O)Nc2nccs2)cc(OC)c1OC	1%	-1%	6	2%	3	?	12	1	0%	-6%
CC12CCC(C(=O)Nc3cccc4ccccc34)(C1Br)C2(C)C (stereo not drawn)	2%	14%	-3	-6%	1	-11%	-2	.	-1%	2%
O=C1N=C(N2CCOCC2)S/C1=C\c1cccnc1	2%	-4%	-19	17%	-5	3%	26	1	2%	-4%
C=CCSC1=N/C(=C\c2ccc(C(=O)O)cc2)C(=O)S1	0%	1%	-2	7%	-3	8%	-8	1	10%	1%
C[C@@H]1CN([C@H](C)CO)C(=O)Cc2cc(NS(=O)(=O)c3ccc(Cl)cc3)ccc2O[C@H]1CN(C)Cc1ccc(C(F)(F)F)cc1	-51%	2%	-2	?	-17	-15%	1	.	?	.
CCc1nnc(NC(=O)c2cc(S(=O)(=O)N3CCOCC3)ccc2N2CCCCC2)s1	-1%	-4%	0	-6%	-12	-4%	-14	?	1%	-5%
COc1ccc(N(CC(=O)NC2CCCCCC2)S(=O)(=O)c2c(C)nn(C)c2C)cc1	2%	-3%	-4	-11%	-7	2%	-32	-1	1%	-5%
COc1ccc(CCNC(=O)/C=C/c2ccco2)cc1	-21%	-12%	-3	6%	4	2%	5	4	1%	-2%
CCn1c(O)c(/C=N/NC(=O)c2ccncc2)c(=O)n(CC)c1=S	-3%[46.1 µM]	7%	-5	15%	30	-3%	-1	-1	5%	4%

In a second layout: entries from further up
Results follow in this order: TCR activator | A-T KAP1 phos | hERG WT inh | ELG1 DNA repair | TSHR antag | Eya2 phos inh | KCNH2 3.1 inh | TRPV1 agonist | USP2a block | Mito fusion act
CC(C)c1cccc(OCC(=O)Nc2ccc(S(=O)(=O)Nc3ccccn3)cc2)c1
    0% | -4% | 9 | 5% | -13 | 1% | 9 | -1 | -2% | 3%
Cc1cc(C)cc(C(=O)NCC(=O)OC(C)C(=O)N(C)c2ccccc2)c1 (stereo not drawn)
    -3% | 6% | -13 | -19% | -6 | -6% | 10 | 2 | 2% | 12%
O=C(CN(Cc1ccco1)C(=O)c1ccc(Cl)cc1)Nc1c(Cl)cc(Cl)cc1Cl
    1%[46.1 µM] | 0% | -2 | 3% | 7 | -1% | -31 | 0 | 4% | -7%
CS(=O)(=O)N1CCN(c2ccc(NC(=O)COc3ccccc3)cc2)CC1
    -19% | -20% | 5 | 4% | -2 | 3% | -18 | 0 | 6% | -3%
COc1ccc(C(=O)Nc2ccc(NC(=O)c3ccco3)c(Cl)c2)cc1OC
    -6% | -1% | -12 | -24% | 4 | 7% | -14 | -6 | -1% | 1%
CCn1c(O)c(/C=N/NC(=O)c2ccncc2)c(=O)n(CC)c1=S
    -3%[46.1 µM] | 7% | -5 | 15% | 30 | -3% | -1 | -1 | 5% | 4%
COCCN1C(=O)c2ccccc2C(C(=O)NCCCN2CCCC2)C1c1c[nH]c2ccccc12 (stereo not drawn)
    0%[46.1 µM] | 3% | 8 | 0% | -1 | 7% | -16 | 1 | 3% | -4%

Source: PubChem BioAssay (National Center for Advancing Translational Sciences (NCATS))
